Assay outcomes: PubChem BioAssay, several laboratories
HDAC3 inhib: human HDAC3 inhibition | AID 2718 | O15379 | inhibition, % at 8.3 µM | recombinant HDAC3, fluorogenic peptide/trypsin coupled, fluorescence | 0.15% of 320,000 active; in the data active = inhibition above about 26%, passing the limit was not always enough; inconclusive = no clear call, values can overlap the other calls
Target sequence (O15379 whole entry, looked up): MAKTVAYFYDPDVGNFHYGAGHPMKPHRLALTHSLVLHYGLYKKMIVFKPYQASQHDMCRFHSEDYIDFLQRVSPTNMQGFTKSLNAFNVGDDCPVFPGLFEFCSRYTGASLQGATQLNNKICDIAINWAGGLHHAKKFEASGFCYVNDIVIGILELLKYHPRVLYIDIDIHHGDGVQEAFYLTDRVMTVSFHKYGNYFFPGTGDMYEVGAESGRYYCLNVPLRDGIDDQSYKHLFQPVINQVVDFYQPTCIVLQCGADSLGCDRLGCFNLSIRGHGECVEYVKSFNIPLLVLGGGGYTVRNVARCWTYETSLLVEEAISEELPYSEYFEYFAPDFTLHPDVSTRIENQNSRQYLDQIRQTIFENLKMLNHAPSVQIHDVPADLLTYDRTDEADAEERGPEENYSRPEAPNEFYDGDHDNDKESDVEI
Platelet DG rel: platelet dense granule release activity; 0.22% of 300,000 active; inhibition, %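 (compounds screened at 7.5 µM in platelet-rich plasma)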; human platelet-rich plasma, SFLLRN dense granule ATP release, luminescence; AID 1663;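 active = mean replicate score, as percent of positive control, at or above 50; inconclusive = mean below 50 but at least one replicate at or above 50; inactive = mean and every replicate below 50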
AI-2 QS modul: Vibrio harveyi AI-2 quorum sensing modulation. activity change, % at 7.5 µM. AID 2094. 0.4% of 300,000 active. Vibrio harveyi JMH597 AI-2 luminescence/OD600 ratio, 9 h; stronger effect = lower value; strain lacks LuxN and CqsS sensors; 0 = neutral-control median; in the data active = activity change below about -75%, passing the limit was not always enough; inconclusive = no clear call, values can overlap the other calls;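 also: luminescence divided by OD600 gain over 9 h not by final OD600 alone; inactives centre near 13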
HIF activator: HIF pathway transcriptional activation. U2OS HRE-luciferase reporter, luminescence; normalized: DMSO 0%, desferrioxamine 100%. activation, % at 7.5 µM (by protocol). 0.32% of 300,000 active;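 active = mean activation of at least 10% of the iron chelator positive control signal, with at least half of replicates also reaching 10%; inconclusive = mean and replicate majority disagree about reaching 10%; inactive = mean and most replicates under 10%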
aSyn UTR inh: 5' untranslated region of α-synuclein, MLPCN primary screen. alpha-synuclein 5'UTR reporter, inhibitor activity. 0.82% of 300,000 active. inhibition, % (tested at 7.5 µM); in the data active = inhibition above about 60%; inconclusive = no clear call, values can overlap the other calls;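 also: H4 neuroglioblastoma cells stably carrying SNCA 5'UTR luciferase fusion; 0% = DMSO wells and 100% = positive control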
HSF1 inh: HSF1 inhibition. 0.77% of 300,000 active. NIH3T3-HGL HSE-luciferase, MG132-induced, luminescence 8 h; stronger effect = lower value. activity change, negative = inhibition, % at 7.5 µM (by protocol);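 active = more than half of replicate wells show activity change below -50%, luminescence cut by over half; inconclusive = some wells, but at most half, below -50%; inactive = no replicate well below -50%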;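 also: luciferase reports HSF-1 transcriptional activity via heat shock element; 0% = median of DMSO wells and -100% = zero luminescence signal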
IEC-6 tox: counter-screen for KLF5 inhibitors: cytotoxicity in IEC-6 cells; IEC-6 cytotoxicity, luminescence viability; inhibition, % at 5 µM; 0.78% of 290,000 active; AID 1825; in the data active = inhibition above about 22%;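 also: 0% = plate median of test compound wells and 100% = cytotoxic reference compound wells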
HSP90 refold inh: inhibitors of HSP90 luciferase refolding in rabbit reticulocyte lysate; inhibition, % at 5.6 µM; AID 1789; 0.91% of 290,000 active; luciferase refolding luminescence, 3 h;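 active = inhibition above the screen-wide mean plus 3 SD, computed separately per campaign, cut at about 16% in these data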;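 also: 0% = DMSO wells and 100% = 60 µM geldanamycin wells; inhibitors lower the luminescence because luciferase stays unfolded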
HSF1 activator: increases HSF-1 driven luciferase reporter signal; NIH3T3-HGL HSF-1 luciferase reporter, MG132, 8 h; 100% = twice DMSO control signal; activation, % at 9 µM; 1.7% of 300,000 active;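 active = mean replicate activation of at least 50% with a set share of replicates each reaching 50%; inconclusive = only one of those two conditions met; inactive = mean below 50% and too few replicates reaching it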;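 also: 0% = median of the neutral control wells and 100% = twice that signal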
KLF5 inhibitor: kruppel-like factor 5 inhibition | inhibition, % at 5 µM | 0.23% of 290,000 active | AID 1700 | DLD-1 KLF5 promoter-luciferase reporter, luminescence;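 active = inhibition above a per-plate limit of that plate's mean compound inhibition plus 3 SD, cut at about 60% in these data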;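 also: 0% = DMSO wells and 100% = LY294002 at 200 µM; higher means less KLF5 promoter-driven luciferase light; inactives centre near -14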
An asterisk follows results filed as active; ? = inconclusive; . = not tested or not shown.

SMILES	HDAC3 inhib	Platelet DG rel	AI-2 QS modul	HIF activator	aSyn UTR inh	HSF1 inh	IEC-6 tox	HSP90 refold inh	HSF1 activator	KLF5 inhibitor
O=C(O)C1CCCN1C1=NS(=O)(=O)c2ccccc21 (stereo not drawn)	-4	-8	20	-0.4	22	-17	-4	0	0	-16
COC(=O)c1ccccc1NC(=O)CSc1n[nH]c(-c2ccco2)n1	2	-23	4	-0.2	-4	-5	6	3	7	10
CC(C)(C)C1=CC(=O)C(N2CCOCC2)=CC1=O	3	9	9	0.0	10	8	-1	-1	-2	-33
N=c1c(S(=O)(=O)c2ccccc2)cc2c(=O)n3ccccc3nc2n1Cc1cccnc1	-4	1	13	0.1	16	-4	.	.	1	.
CCOc1ccccc1-n1cnc2cc(C(=O)NCc3ccco3)ccc21	7	3	27	-0.2	16	1	4	-4	-13	-3
COc1ccc(S(=O)(=O)N2CCCC2)cc1NC(=O)c1ccccc1F	-8	2	3	-0.4	4	-2	4	-2	14	8
O=C(Nc1ccc(N2CCCC2)c(Cl)c1)c1cccs1	5	7	24	1.5	-114	57	-3	-1	82*	-199
C[C@@H]1CCC(=O)N(CC[C@H](Oc2ccccc2)c2ccccc2)CC1	?	9	11	-0.7	-24	0	-4	-3	1	-9
Cc1cc(Cl)ccc1OCC(=O)NCC(=O)N/N=C/c1ccco1	-1	-6	-4	-0.3	-7	1	-8	-6	6	-15
CC(/C=N/NC(=O)c1cccnc1)=C\c1ccccc1	5	3	11	1.6	-124	21	6	3	39	-69
CCN1C(=O)[C@H]2[C@@H](c3ccc(C)cc3)N3C(=O)N(c4ccc(C(F)(F)F)cc4)C(=O)[C@@]3(CC)[C@H]2C1=O	6	3	25	-3.9	-3	3	0	0	40	-17
CCOC(=O)c1cc(-c2cccc([N+](=O)[O-])c2)on1	-1	4	10	-0.6	-18	-9	-12	-3	-20	-2
CCC(C)(C)C1CCC(=NNC(=O)c2ccc(Br)o2)CC1 (stereo not drawn)	0	-2	9	0.5	-44	18	-1	-6	37	-38
Cc1ccc(S(=O)(=O)NCC(=O)N(CC(=O)NCc2ccco2)Cc2ccco2)cc1	1	-4	23	0.0	-21	5	0	1	-11	6
O=C(Nc1ccon1)c1ccc(OC2CCCC2)cc1	-2	-14	21	1.9	-102	25	-2	7	2	-120
COc1cc(OC)cc(C(=O)NN2CCCCC2)c1	-14	-4	25	-1.6	8	-4	2	1	-15	-26
O=C(NC1CCCCC1)C1CC(=O)N(c2ccccc2)C1 (stereo not drawn)	0	0	28	0.9	-8	-6	1	0	2	-17
CCCn1c(SCC(=O)Nc2ccccc2Oc2ccccc2)n[nH]c1=O	-2	-3	6	0.4	-23	-3	1	5	-1	-15
O=C(CCCc1nc(-c2ccccc2)no1)Nc1cccnc1	-2	0	8	-0.6	-4	2	3	1	10	3
Cc1ccc(C(=O)N/N=c2\oc3ccccc3cc2C(N)=O)cc1	0	8	-6	1.0	2	8	3	0	-10	-17
CCOC(=O)c1c(/N=C/c2cc(C)ccc2O)sc2c1CCC2	3	10	0	-0.1	-3	9	5	-2	18	14
O=C(Cc1ccccc1)Nc1cccc(-c2nc3ncccc3o2)c1	-16	2	13	-0.4	1	-3	0	-1	5	-34
CC(=O)c1c(C)nc(-c2ccc(OCC(=O)Nc3cccc(C)c3C)cc2)n1O	-2	3	22	-1.6	-9	-3	-8	1	1	-5
NC(=O)c1cc2cc(Cl)ccc2o/c1=N/NC(=O)c1cccs1	2	-2	17	1.0	-49	-2	3	0	0	-29
Cc1ccc(C(=O)Nc2ncc3c(Cl)cccc3n2)cc1	2	19	-9	-1.4	65*	-3	12	2	4	-52

The listing continues:
SMILES	HDAC3 inhib	Platelet DG rel	AI-2 QS modul	HIF activator	aSyn UTR inh	HSF1 inh	IEC-6 tox	HSP90 refold inh	HSF1 activator	KLF5 inhibitor
O=C(CCCn1c(=S)[nH]c2cc3c(cc2c1=O)OCO3)NCc1cccc(Cl)c1	1	2	12	0.2	11	5	0	-1	12	-13
O=C1/C(=C/c2ccc(Br)cc2)Oc2cc(O)ccc21	0	4	15	1.7	-36	39	5	-2	49	-79
Cc1onc(-c2c(F)cccc2Cl)c1C(N)=S	6	0	18	0.0	9	-10	-2	3	-4	4
Cc1nn(-c2ccc(C(=O)OC(C)C)cc2)c(C)c1[N+](=O)[O-]	1	4	1	1.9	-61	10	0	1	11	-42
COc1cc(/C=N/NC(=O)COc2ccc([N+](=O)[O-])cc2)ccc1OCC(=O)N1CCOCC1	5	21	29	0.2	3	2	-1	-5	5	-15
CCOC(=O)Cn1c2c(c(=N)c3c1CCC3)CCCC2	4	-23	7	-0.3	-15	-5	-4	-1	1	3
CCN1CCN(c2cc(C)c3cc(NC(=S)NCc4cccs4)ccc3n2)CC1	0	34	14	0.0	-42	11	2	0	0	-13
O=C(CCN1C(=O)/C(=C/c2ccccc2)SC1=S)NCCc1ccc(O)cc1	-4	10	-1	-0.7	0	14	5	9	-8	1
COCCn1c(SCC(=O)NC2CCCC2)nnc1C(C)C	-5	-4	14	0.3	6	0	2	-2	4	-3
CC(=O)O/N=C(/C)c1ncc(C(F)(F)F)cc1N1CCOCC1	-9	.	5	-0.7	0	1	1	0	-2	-29
CC(=O)c1cccc(NC(=O)N2CCCC(C(=O)c3cc(F)ccc3F)C2)c1 (stereo not drawn)	-6	0	-3	-0.1	-4	1	4	1	-8	-10
COc1ccccc1N1CCN(c2nc3ccccc3nc2C(C#N)C(=O)OC(C)C)CC1 (stereo not drawn)	5	8	24	0.2	5	6	2	3	-5	-3
CSc1ccccc1NC(=S)N/N=C/c1cccn1Cc1ccc(F)cc1	2	0	-17	1.2	-3	-13	1	-3	-30	8
O=c1c2cnn(-c3ccc(F)cc3)c2ncn1Cc1cccnc1	-8	0	11	-0.3	-9	1	4	-1	9	-19
CN(C(=O)CSc1nnc(-c2ccco2)n1N)C1CCCCC1	2	-7	44	0.3	-5	-1	-1	4	-2	8
O=C(CN(C(=O)CNS(=O)(=O)c1ccc(F)cc1)c1ccccc1F)NCc1ccco1	2	-1	-10	-1.9	1	4	2	-4	1	-31
C1CCC(n2nnnc2CN2CCCC2)CC1	1	-4	2	-0.4	9	-4	3	-1	-8	-29
O=C(O)c1ccccc1C(=O)Nc1ccc(-n2ccc(C(F)(F)F)n2)cc1	.	4	15	-1.3	5	-47	-2	0	-47	6
CCCNC(=S)Nc1cccc(C(F)(F)F)c1	-2	12	8	0.0	4	-3	5	-3	0	-7
O=C1C2C(C(=O)N1/N=C/c1ccc(N3CCCCC3)o1)C1C=CC2C12CC2 (stereo not drawn)	1	-9	12	-0.2	10	-11	-3	0	-1	-47
CCc1ccc(-c2csc(-c3c[nH]c4ccccc34)n2)cc1	10	-7	5	3.3	-308	6	-2	-3	3	-152
COc1cccc(C(=O)NC2CCN(CC(=O)Nc3c(C)cc(C)cc3C)CC2)c1	-3	2	13	0.0	11	0	5	0	-3	-19
O=C(NNC(=O)c1ccc(O)cc1O)c1ccc(Cl)cc1	0	4	15	0.5	-72	-1	1	0	22	-75
O=C(NCc1ccc(Cl)cc1)c1cccnc1	3	0	1	-15	0	-8	3	2	9	-31
COc1ccc2c(c1)-c1nc(NC(=O)c3ccco3)sc1CC2	0	12	15	9.9*	-29	18	5	0	9	-66

Record cards, from the list above.
Cc1onc(-c2c(F)cccc2Cl)c1C(N)=S is listed as HDAC3 inhib: 6; Platelet DG rel: 0; AI-2 QS modul: 18; HIF activator: 0.0; aSyn UTR inh: 9; HSF1 inh: -10; IEC-6 tox: -2; HSP90 refold inh: 3; HSF1 activator: -4; KLF5 inhibitor: 4
COc1ccc2c(c1)-c1nc(NC(=O)c3ccco3)sc1CC2 is listed as HDAC3 inhib: 0; Platelet DG rel: 12; AI-2 QS modul: 15; HIF activator: 9.9*; aSyn UTR inh: -29; HSF1 inh: 18; IEC-6 tox: 5; HSP90 refold inh: 0; HSF1 activator: 9; KLF5 inhibitor: -66

Next section.
SMILES	HDAC3 inhib	Platelet DG rel	AI-2 QS modul	HIF activator	aSyn UTR inh	HSF1 inh	IEC-6 tox	HSP90 refold inh	HSF1 activator	KLF5 inhibitor
CCOC(=O)N1CCC(Nc2c(NCCCN(CC)CC)c(=O)c2=O)CC1	2	4	25	-0.2	8	-2	1	-1	-9	-18
CCC(=O)N1CCc2cc(S(=O)(=O)NC(C(=O)NCc3ccccc3)C(C)C)ccc21 (stereo not drawn)	1	-5	19	0.2	14	10	1	-1	27	-8
Cc1cc(NC(=O)CSc2ccccn2)no1	3	-8	6	0.1	5	-3	-3	-4	-3	-56
O=C1/C(=C\c2cccs2)Sc2ccc3ccccc3c21	0	14	30	1.3	-165	2	9	2	29	42
Fc1cccc(-c2nnn3c2nc(Cl)c2ccccc23)c1	.	-1	13	2.3	10	356	10	6	454*	4
CCOc1ccc(NC(=S)NN2C(C)CCCC2C)cc1 (stereo not drawn)	1	-6	8	-0.3	11	-2	-12	-5	-14	-6
CCC/C=N/NC(=O)C1COc2ccccc2O1 (stereo not drawn)	-4	7	3	0.1	-25	-10	6	2	-4	-27
CN(Cc1cccnc1)C(=O)CC1C(=O)NCCN1Cc1ccc(-c2ccccc2)cc1 (stereo not drawn)	8	2	8	-0.9	-8	-10	-7	-1	11	-1
CCc1nnc(NS(=O)(=O)c2ccc(NC(=S)NC(=O)/C=C/c3cccs3)cc2)s1	.	5	8	-0.4	-15	4	-1	0	32	-7
COc1cccc(C(=O)N/N=C(\C)CC(=O)Nc2ccc(N(C)C)cc2)c1	1	3	24	2.0	-14	0	11	-3	5	-46
O=c1[nH]nc(-c2ccc(NCCO)c([N+](=O)[O-])c2)c2ccccc12	5	43	24	0.7	38	-2	8	2	-10	1
Cc1ccc(/C=[N+](/[O-])C2SC(=S)N(C)C2(C)C)cc1 (stereo not drawn)	0	-2	16	-1.4	5	-3	4	2	-1	7
COc1ccc(C2c3[nH]c4ccccc4c3C[C@H]3C(=O)N(CCCO)CC(=O)N23)c(OC)c1 (stereo partly drawn)	-2	-4	9	-0.6	15	-4	-5	-1	-19	-23
O=C(Cn1cnc([N+](=O)[O-])n1)NCCO	-1	-4	-10	0.2	2	1	-2	-1	-1	-29
CCOC(=O)c1cccc(NC(=O)CCn2nc(C)c(S(=O)(=O)N3CCCCC3)c2C)c1	-1	-5	16	0.1	0	2	-4	-2	8	13
NNc1nc2sc3c(c2c(=O)n1-c1ccccc1)CCCC3	6	-11	25	1.9	-43	7	-3	2	2	3
CC(=O)Nc1ccc2c(c1)nc(CCN1CCC(C)CC1)n2C	-2	1	13	-0.5	2	-5	-1	0	-4	-1
Cc1nc2ccc(S(=O)(=O)NCC(=O)N3CCCCC3)cc2s1	3	-1	14	-0.3	16	-5	-8	0	-13	5
COc1ccc(NC(=O)C(=O)N/N=C/c2cc(C)n(-c3cccc(Cl)c3Cl)c2C)c(OC)c1	1	-8	30	-0.8	16	-4	-6	0	8	-23
C=C(C)Cn1c(NCCOC)nc2c1c(=O)[nH]c(=O)n2C	1	-3	17	-4.8	7	-5	6	-3	-12	2
CC(C)C(=O)Nc1cccc(C(=O)Nc2ccccc2C(=O)O)c1	-5	3	7	0.7	44	1	5	4	3	0
O=C(CN(Cc1ccc2c(c1)OCO2)C(=O)CNC(=O)c1ccco1)NC1CCCCC1	7	2	29	0.5	11	-7	-10	0	10	-27
CCOC(=O)CSc1nnc(C2CCCCC2)n1C	0	0	22	-0.2	9	0	3	0	4	4
